Assay outcomes as filed in PubChem BioAssay.
3CLpro inhibitor – SARS-CoV 3CLpro protease inhibition | 290,000 tested, 0.14% active | AID 1706 | inhibition, % at 6 µM | P0C6X7 | recombinant SARS-CoV 3CLpro, quenched FRET peptide cleavage; in the data active means inhibition above about 12%
DUSP3 inh – blocks human VHR1 dual specificity phosphatase; 290,000 tested, 0.52% active; inhibition, % at 13.3 µM; AID 1654; P51452; recombinant VHR phosphatase, pNPP absorbance; in the data active means inhibition above about 50%; further: some compounds called inactive have numbers as strong as hits
Rv3671c protease – Rv3671c (M. tuberculosis) protease inhibition. P9WHR9. inhibition, % at 5.96 µM. 320,000 tested, 0.048% active. AID 2606; in the data active means inhibition above about 38%;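 further: extracellular domain of Rv3671c used as enzyme; 0% = enzyme with DMSO and 100% = no enzyme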
Target sequence (P9WHR9 whole entry, looked up, the tested form may be a part): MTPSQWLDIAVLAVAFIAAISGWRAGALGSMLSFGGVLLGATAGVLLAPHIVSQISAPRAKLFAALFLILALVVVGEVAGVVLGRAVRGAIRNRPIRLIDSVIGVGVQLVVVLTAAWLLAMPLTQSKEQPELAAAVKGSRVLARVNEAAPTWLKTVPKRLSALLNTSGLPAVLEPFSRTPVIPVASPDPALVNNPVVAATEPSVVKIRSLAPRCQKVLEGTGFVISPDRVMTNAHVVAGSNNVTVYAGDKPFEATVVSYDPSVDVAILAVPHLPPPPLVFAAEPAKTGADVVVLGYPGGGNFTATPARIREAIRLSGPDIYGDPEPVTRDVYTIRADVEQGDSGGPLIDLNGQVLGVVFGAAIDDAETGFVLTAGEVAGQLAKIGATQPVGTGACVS
FBA Mtb inh – Mtb fructose-bisphosphate aldolase inhibition; P9WQA3; purified M. tuberculosis FBA, fluorescence read-out; inhibition, % at 1 µM; 360,000 tested, 2.3% active; AID 588726; in the data active means inhibition above about 27%;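 further: 0% = vehicle and 100% = reference inhibitor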
Target sequence (P9WQA3 whole entry, looked up): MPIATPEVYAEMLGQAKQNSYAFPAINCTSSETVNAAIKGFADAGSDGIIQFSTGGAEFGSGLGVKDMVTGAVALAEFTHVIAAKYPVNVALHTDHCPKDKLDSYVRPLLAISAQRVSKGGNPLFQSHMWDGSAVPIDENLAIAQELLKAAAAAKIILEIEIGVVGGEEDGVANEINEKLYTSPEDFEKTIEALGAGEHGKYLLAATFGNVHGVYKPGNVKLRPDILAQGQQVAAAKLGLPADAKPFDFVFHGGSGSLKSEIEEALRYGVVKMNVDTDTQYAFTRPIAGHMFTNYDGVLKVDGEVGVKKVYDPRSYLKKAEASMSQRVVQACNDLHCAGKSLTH
UGM FP inh – Mtb UDP-galactopyranose mutase inhibition; 320,000 tested, 0.06% active; P9WIQ1; AID 504406; purified UGM, fluorescence polarization probe displacement; inhibition, % at 10 µM; in the data active means inhibition above about 10%, passing the limit was not always enough
Mtb BioA inh – BioA (M. tuberculosis) enzyme inhibition; purified M. tuberculosis BioA enzyme, plate reader; inhibition, % at 9.99 µM; 360,000 tested, 0.096% active; AID 602481; in the data active means inhibition above about 40%
GDH-TPI inh – inhibits GDH-TPI coupling enzymes, artifact for Mtb FBA screen; GDH-TPI coupled enzyme counterscreen, NADH absorbance; inhibition, % at 4.8 µM; 360,000 tested, 1.2% active; AID 588335; in the data active means inhibition above about 30%;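 further: 0% = DMSO wells and 100% = wells lacking the enzyme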
Vc quorum ag – quorum light induction in luxS cqsA deficient V. cholerae | 350,000 tested, 0.16% active | activation, % at 18.7 µM | V. cholerae BH1578 lux reporter, luminescence, 6 h; in the data active means activation mostly above about 9.7%, no sharp cut-off; further: not every result past the cut was called active; inactives centre near 0; reference of the scale not given here
MazF activator – activators of E. coli MazEF toxin-antitoxin RNase; AID 504720; activation, % at 20 µM; FAM/BHQ RNA-DNA oligo cleavage fluorescence, 5 h; 350,000 tested, 0.32% active; in the data active means activation above about 50%
Target sequence (P0AE70 whole entry, looked up): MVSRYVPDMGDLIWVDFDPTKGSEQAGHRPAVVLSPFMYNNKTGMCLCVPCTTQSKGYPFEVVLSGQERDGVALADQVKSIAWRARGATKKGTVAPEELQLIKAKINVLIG
PriA SSB inh – blocks PriA binding to SSB C-terminal tail; 430,000 tested, 0.6% active; AlphaScreen SSBct-PriA binding, biotinylated peptide; inhibition, % at 33 µM; in the data active means inhibition mostly above about 37%, no sharp cut-off; inactive means mostly below about 20%;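 further: plate controls were negative control peptide for no effect and reference peptide for full effect; strong numbers were not always called active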
An asterisk follows results filed as active; i = inactive; · = no result given; + = active, no number; & = joins results of further samples.

Letters: A = 3CLpro inhibitor; B = DUSP3 inh; C = Rv3671c protease; D = FBA Mtb inh; E = UGM FP inh; F = Mtb BioA inh; G = GDH-TPI inh; H = Vc quorum ag; I = MazF activator; J = PriA SSB inh
[1] Cc1ccc(NC(=O)Nc2ccc(Cl)cn2)cc1
  A: 3; B: -3; C: ·; D: 7; E: ·; F: ·; G: 4; H: 1.6; I: 0; J: 6

[2] CCN(/C(N)=N/c1nc(C)cc(C)n1)c1ccccc1
  A: 3; B: 13; C: 10; D: -1; E: 3.5; F: 2.5; G: -3; H: 0.3; I: 5; J: ·

[3] CC(C)(C)c1ccc(C(=O)NCCNC(=O)c2ccco2)cc1
  A: -1; B: 19; C: 11; D: -2; E: 0.5; F: -1.9; G: -6; H: -0.2; I: 4; J: -12

[4] CCC(N=c1cc(-c2ccc(OC)cc2)oc2ccc(C)cc12)C(=O)O (configuration not stated)
  A: 0; B: 9; C: 6; D: +; E: -1.6; F: ·; G: 31*; H: -4.2; I: 1; J: 13

[5] c1ccc(OCc2noc(CN3CC[C@@H]4CCCC[C@H]4C3)n2)cc1
  A: 4; B: 23; C: 1; D: 0; E: 2.1; F: 2.4; G: 10; H: i; I: 0; J: -17

[6] CCC1CCCCN1C(=O)c1cc(S(=O)(=O)N2CCOCC2)ccc1C (configuration not stated)
  A: ·; B: ·; C: -3; D: 1; E: 1.8; F: ·; G: 7; H: -4.5; I: 1; J: -6

[7] CC(Nc1nc(-c2ccccc2)nc2ccccc12)c1ccccc1 (configuration not stated)
  A: 5; B: 24; C: -64; D: 0; E: 3.4; F: -0.5; G: 10; H: -0.3; I: 5; J: -18

[8] CCOc1ccccc1CN1CCNC(=O)C1CC(=O)NC1CCCCCC1 (configuration not stated)
  A: -3; B: -4; C: -3; D: -1; E: -4.3; F: 0.4; G: 9; H: i; I: -3; J: 4

[9] O=C(NN/C(=N/S(=O)(=O)c1ccc(Cl)cc1)c1ccccc1)c1cccc(Cl)c1
  A: 2; B: 26; C: 0; D: 2; E: -0.3; F: -0.6; G: 0; H: -0.1; I: 4; J: ·

[10] COc1ccc(NC(=O)CN(C)C(=O)/C=C/c2cn(-c3ccccc3)nc2-c2ccc(C)cc2)cc1
  A: ·; B: ·; C: -149; D: 1; E: -2.1; F: -2.1; G: 3; H: -0.6; I: -14; J: -21

Brought forward from above: 2 entries, then new ones.
Letters: A = 3CLpro inhibitor; B = DUSP3 inh; C = Rv3671c protease; D = FBA Mtb inh; E = UGM FP inh; F = Mtb BioA inh; G = GDH-TPI inh; H = Vc quorum ag; I = MazF activator; J = PriA SSB inh
[9] O=C(NN/C(=N/S(=O)(=O)c1ccc(Cl)cc1)c1ccccc1)c1cccc(Cl)c1
  A: 2; B: 26; C: 0; D: 2; E: -0.3; F: -0.6; G: 0; H: -0.1; I: 4; J: ·

[10] COc1ccc(NC(=O)CN(C)C(=O)/C=C/c2cn(-c3ccccc3)nc2-c2ccc(C)cc2)cc1
  A: ·; B: ·; C: -149; D: 1; E: -2.1; F: -2.1; G: 3; H: -0.6; I: -14; J: -21

[11] COc1ccc(NC(=O)CSc2nc3nc(C)cc(C)n3n2)cc1
  A: -2; B: -4; C: -8; D: 1; E: 0.1; F: 1.9; G: -2; H: -2.8; I: 3; J: -9&-15

[12] O=C(CSc1ccc2nnc(CCNC(=O)c3ccccc3)n2n1)NCc1ccc(F)cc1
  A: -6; B: 22; C: -5; D: 5; E: 0.1; F: -3.7; G: 15; H: i; I: -3; J: -12

[13] CCC(Cc1ccccc1)NC(=O)C1CC1 (configuration not stated)
  A: -6; B: 11; C: ·; D: 1; E: -0.2; F: 0.4; G: -2; H: -0.3; I: 18; J: -7

[14] COc1cc(C(=O)NCCCN(C)C)ccc1OCC(=O)Nc1cccc(C(F)(F)F)c1
  A: 6; B: 26; C: -10; D: -1; E: 0.5; F: ·; G: 11; H: -0.7; I: 7; J: 1

[15] CCOc1ccc(CN(C)CC(=O)NCc2ccc(F)cc2)cc1
  A: 4; B: ·; C: 8; D: 8; E: 4.1; F: 0.8; G: 3; H: i; I: 13; J: -14

[16] Cc1nnc(Sc2nc3c(c(=O)[nH]c(=O)n3C)n2CCc2ccccc2)s1
  A: ·; B: 22; C: 8; D: 0; E: -0.1; F: -1.4; G: -1; H: -0.2; I: 5; J: -15

[17] COc1ccc(CC(=O)Nc2ccc(NC(=O)c3ccc(Br)cc3)cc2)cc1OC
  A: 3; B: 10; C: 2; D: -1; E: 2.2; F: -5.7; G: 16; H: -0.5; I: -2; J: 0

[18] COc1cc(/C=C(\C#N)c2ccccn2)ccc1OCC(=O)Nc1c(Cl)cccc1Cl
  A: 4; B: -2; C: -28; D: 5; E: 0.3; F: -1.4; G: 10; H: i; I: -19; J: -3

[19] COc1ccc(NC(=O)CN2c3cccc4cccc(c34)S2(=O)=O)cc1
  A: 3; B: 3; C: -2; D: 8; E: 0.0; F: -0.5; G: 4; H: 0.6; I: -4; J: 6

[20] COc1ccc(NC(=O)CCn2nnc(-c3ccc(C)cc3)n2)cc1OC
  A: 0; B: 22; C: -9; D: 1; E: -1.1; F: 3.8; G: 8; H: i; I: -5; J: -6

[21] COCc1cnc(C)nc1N
  A: 2; B: 22; C: 3; D: -4; E: -3.1; F: ·; G: -5; H: -0.5; I: 15; J: -12

[22] O=C(COC(=O)c1ccccc1OCc1ccc(Cl)cc1)NCC1CCCO1 (configuration not stated)
  A: ·; B: ·; C: 4; D: 1; E: -3.8; F: 9.9; G: 4; H: i; I: 3; J: -7

[23] CCn1c(C(=O)N2CCC(Cc3ccccc3)CC2)cc2sccc21
  A: 6; B: -16; C: 1; D: 0; E: 2.4; F: -0.5; G: 1; H: i; I: -5; J: -2

[24] CCOc1ccc(N2CC(C(=O)N3CCCc4ccccc43)CC2=O)cc1 (configuration not stated)
  A: 1; B: 16; C: -6; D: -1; E: 0.4; F: -1.0; G: -7; H: -0.1; I: 7; J: -4

[25] CC(C)(C)C(=O)N1CCN(c2ccc([N+](=O)[O-])c(-n3nc(-c4ccccc4)c4ccccc4c3=O)c2)CC1
  A: 4; B: -4; C: -14; D: -6; E: ·; F: -0.6; G: 11; H: -0.4; I: -9; J: 6

[26] CCn1c(C)[n+](CC(O)COCC2CC=CCC2)c2ccccc21 (configuration not stated)
  A: 3; B: -11; C: 4; D: 2; E: 2.0; F: 0.1; G: 1; H: -0.7; I: -3; J: -5

[27] COc1ccccc1C(=O)N(CN1CCCC1=O)c1cccc(Cl)c1
  A: -3; B: 9; C: 1; D: 0; E: 0.7; F: -1.4; G: 9; H: i; I: 4; J: -3

[28] O=C(c1[nH]ncc1-c1ccccc1)C1CO1 (configuration not stated)
  A: -1; B: 6; C: 5; D: 3; E: -1.4; F: ·; G: 2; H: i; I: 0; J: 2

[29] COc1ccc(Nc2nc(N)nc(CSC(=S)N3CCCCC3C)n2)cc1 (configuration not stated)
  A: -3; B: 23; C: 1; D: -1; E: 1.5; F: ·; G: -4; H: -0.5; I: 9; J: 16

[30] CC(NC(=O)CSc1nc(C2CC2)n(-c2ccccc2)n1)c1ccco1 (configuration not stated)
  A: ·; B: ·; C: 5; D: 1; E: 0.4; F: -0.9; G: -11; H: -0.3; I: -2; J: 8

[31] CCOC(=O)C1=C(C)NC2=C(C(=O)CC(C)(C)C2)C1c1ccsc1 (configuration not stated)
  A: 3; B: 8; C: -5; D: 19; E: -3.0; F: -3.2; G: 1; H: i; I: -1; J: -10

[32] COc1cc(C(=O)N/N=C2\CCS(=O)(=O)c3ccc(F)cc32)cc(OC)c1OC
  A: -3; B: -2; C: 8; D: -1; E: -0.4; F: -1.2; G: 8; H: i; I: 1; J: ·

[33] CC12CN3CC(C)(CN(C1)C3c1ccco1)C2=O (configuration not stated)
  A: 2; B: 14; C: -3; D: 0; E: -0.5; F: -1.4; G: 9; H: -0.3; I: 2; J: -13

[34] O=C(CN1CCN(CC(=O)c2ccccc2)CC1)c1ccccc1
  A: ·; B: ·; C: ·; D: 0; E: ·; F: 1.6; G: 8; H: i; I: -15; J: -10

[35] Cc1ccc(-c2cc(C(=O)N/N=C/c3ccco3)n[nH]2)s1
  A: -3; B: 2; C: -4; D: 0; E: -1.3; F: 0.4; G: 23; H: -1.3; I: 0; J: ·

[36] COc1cccc(-c2cc(C(F)(F)F)n3ncc(S(=O)(=O)c4ccccc4)c3n2)c1
  A: 3; B: 33; C: -10; D: 0; E: -0.6; F: -2.2; G: 1; H: -0.4; I: -4; J: -11

[37] O=C(COC(=O)c1ccccc1)Nc1ccc2[nH]c(=O)[nH]c2c1
  A: ·; B: ·; C: 12; D: -2; E: 0.0; F: 0.4; G: 5; H: i; I: -4; J: -4

[38] CN(CC(=O)NCCc1ccc(S(N)(=O)=O)cc1)Cc1c(F)cccc1Cl
  A: -2; B: -3; C: 0; D: 0; E: 0.7; F: 1.7; G: 8; H: i; I: 7; J: 4

[39] Cc1cccc(-n2c(SCC(=O)N3CCC(C(=O)O)CC3)nc3ccccc3c2=O)c1C
  A: 3; B: -14; C: 1; D: 4; E: 0.5; F: 5.9; G: 3; H: 0.1; I: -31; J: -1

[40] Cc1cc(C)nc(NS(=O)(=O)c2ccc(NC(=S)NC(=O)c3cccnc3)cc2)n1
  A: -1; B: 11; C: 1; D: 0; E: 3.3; F: ·; G: 14; H: i; I: -16; J: 3

[41] CC(=O)c1ccc(NC(=O)COC(=O)Cc2ccsc2)cc1
  A: ·; B: ·; C: 12; D: 1; E: -1.6; F: 47*; G: -5; H: i; I: 9; J: 0

[42] S=c1[nH]nc(-c2cccnc2)n1-c1ccccc1
  A: 0; B: -5; C: 11; D: -2; E: -2.0; F: -2.4; G: -3; H: -0.3; I: 9; J: -1

[43] Cc1ccc(OCC(=O)Nc2ccc3c(c2)C(=O)NC3=O)cc1
  A: 4; B: -2; C: -1; D: 1; E: 0.7; F: -2.0; G: 6; H: -0.3; I: 1; J: -9

[44] COc1ccc(/C=C2\SC(N3CCCCC3)=NC2=O)cc1
  A: 1; B: 24; C: 1; D: 2; E: 3.5; F: -0.5; G: 47*; H: i; I: -45; J: 1

In the list so far, these contain an NH in an aromatic ring:
Letters: A = 3CLpro inhibitor; B = DUSP3 inh; C = Rv3671c protease; D = FBA Mtb inh; E = UGM FP inh; F = Mtb BioA inh; G = GDH-TPI inh; H = Vc quorum ag; I = MazF activator; J = PriA SSB inh
[16] Cc1nnc(Sc2nc3c(c(=O)[nH]c(=O)n3C)n2CCc2ccccc2)s1
  A: ·; B: 22; C: 8; D: 0; E: -0.1; F: -1.4; G: -1; H: -0.2; I: 5; J: -15

[28] O=C(c1[nH]ncc1-c1ccccc1)C1CO1 (configuration not stated)
  A: -1; B: 6; C: 5; D: 3; E: -1.4; F: ·; G: 2; H: i; I: 0; J: 2

[35] Cc1ccc(-c2cc(C(=O)N/N=C/c3ccco3)n[nH]2)s1
  A: -3; B: 2; C: -4; D: 0; E: -1.3; F: 0.4; G: 23; H: -1.3; I: 0; J: ·

[37] O=C(COC(=O)c1ccccc1)Nc1ccc2[nH]c(=O)[nH]c2c1
  A: ·; B: ·; C: 12; D: -2; E: 0.0; F: 0.4; G: 5; H: i; I: -4; J: -4

[42] S=c1[nH]nc(-c2cccnc2)n1-c1ccccc1
  A: 0; B: -5; C: 11; D: -2; E: -2.0; F: -2.4; G: -3; H: -0.3; I: 9; J: -1

These rows are one share of the data, so the mix of outcomes need not match the whole.
